# MgcRacGAP inhibition – MgcRacGAP GTPase-activating activity inhibitors, confirmation, biochemical, ADP Hunter fluorescence | Rac GTPase-activating protein 1 (Homo sapiens) | MgcRacGAP-stimulated Rac1 GTP hydrolysis, ADP Hunter fluorescence; higher % means a stronger effect; GST-tagged Rac1 F28L mutant substrate | inhibition, % at 30 µM; hits with a dose series show IC50 in µM | hit rate 0.6% among 340,000;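 active = first-screen hits whose inhibition reached a set limit at any dose in the follow-up dose series; inconclusive = inhibition above the set first-screen limit but never retested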;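 also: fluorescence reports GDP produced by GAP-driven GTP hydrolysis; strong numbers were not always called active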
# WT yeast gro inh – growth inhibition of WT strain, primary screen, mitochondrial fusion inhibitor project, WT and mutant strains, chemical genetic | mitochondrial fusion phenotypic screen | inhibition, % at 10 µM | hit rate 2.1% among 190,000 | AID 1362, 2008; in the data active = inhibition above about 58%; tested in S. cerevisiae
# bCat nuc transl – modulators of beta-catenin nuclear translocation, primary screen, imaging, HeLa cells, immunofluorescence, high-content. hit rate 0.3% among 190,000. nuclear translocation activity, % at 5 µM;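 active = nuclear translocation activity above 50% at 5 µM, with a well cell count of 50 or more; inconclusive = wells under 50 cells across six images, flagged as toxic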;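 also: per-cell ratio of nuclear to cytoplasmic median beta-catenin stain intensity; plate controls were DMSO negative control for no effect and GSK-3 inhibitor IX positive control for full effect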
#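 Test system: human HeLa cells, native beta-catenin. Compound dosing: 5 µM primary single dose, 0.1% DMSO, 0.02–20 µM confirmation series. Incubation: compound exposure 24 h at 37°C. Detection: beta-catenin immunostaining with DAPI counterstain, 20x imaging, 6 fields/well. Read-out basis: Nuclear/cytoplasmic beta-catenin signal ratio, % activation.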
# T cell modulator – modulators of CD8 T cell-vesicle binding, primary screen, mouse 2C CD8+ T cells, flow cytometry | 2C CD8+ T cell-vesicle binding; stronger effect = lower value | calls only at 7 µM | hit rate 0.068% among 330,000 | AID 2052, 2009;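 active = response, share of CD8 T cells binding vesicles, and their 90th percentile fluorescence all below set limits, cut at about 80% in these data, passing the limit was not always enough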
#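 Assay system – 2C mouse CD8+ T cells · Also added – QL9-loaded Drosophila micro-vesicles · Timing – Cell–vesicle co-incubation 1.5 h at 37 °C, staining 20 min on ice · Signal – flow cytometry of vesicle-bound cells · Measure – percent CD8+ FL2 mean versus row control · Controls – Peptide-free naked vesicles (low) and QL9 vesicles with 0.7% DMSO vehicle (high)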
# Large T inhibition – SV40 large T antigen inhibitors, biochemical (AID 1903) | inhibition, % at 20 µM; hits with a dose series show IC50 in µM | SV40 large T antigen ATPase/helicase inhibition assay; higher % means a stronger effect | hit rate 0.39% among 310,000; in the data active = a potency from the dose series; inconclusive = inhibition mostly from about 32% at the one dose, without a potency; inactive = the rest, 99 in 100 with inhibition below about 32%; also: strong numbers were not always called active
# West Nile antiviral – West Nile virus antiviral activity, cell-based, CPE readout (AID 1621) | West Nile virus-infected cells, CPE inhibition; higher % means a stronger effect | one-dose CPE inhibition, % at 10 µM; IC50 in µM for titrated hits | hit rate 0.02% among 290,000; in the data active = a potency from the dose series; inconclusive = CPE inhibition mostly from about 3.7% at the one dose, without a potency; inactive = the rest, 99 in 100 with CPE inhibition below about 2.2%; also: strong numbers were not always called active
# PhoP inhibition – inhibitors of PhoP regulon expression, primary screen, Salmonella Typhimurium, GFP reporter (AID 1863). hit rate 0.16% among 300,000. S. Typhimurium PhoP-regulated promoter GFP reporter, 4 h; higher % means a stronger effect. inhibition, % at 50 µM; hits with a dose series show IC50 in µM;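 active = inhibition over 29.93%, a cutoff 3 SD above the screen mean, later confirmed by dose response; inconclusive = inhibition over 29.93% but no dose response follow-up; inactive = inhibition at most 29.93% or unconfirmed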;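 also: 0% = low Mg2+ inducing control and 100% = high Mg2+ repressing control; strong numbers were not always called active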
# RSV CPE inhibition – RSV antiviral activity via CPE protection, HEp-2 cells, primary 10 µM value included (AID 2391). HEp-2 cells, RSV-induced CPE inhibition; higher % means a stronger effect. one-dose CPE inhibition, % at 10 µM; IC50 in µM for titrated hits. hit rate 0.13% among 310,000; in the data active = a potency from the dose series; inconclusive = CPE inhibition mostly from about 23% at the one dose, without a potency; inactive = the rest, 99 in 100 with CPE inhibition below about 21%; also: strong numbers were not always called active
# Myeloid diff 2 – induction of myeloid progenitor differentiation, primary screen, cell-based, flow cytometry, MLPCN library; ER-HoxA9 myeloid progenitors, lysozyme-GFP differentiation; calls only at 10 µM; hit rate 1% among 360,000; AID 624256, 2012;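 active = normalized GFP-positive differentiation at or above the plate's own cutoff, the solvent-only control mean plus 3 SD; inconclusive = no clear call, values can overlap the other calls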;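 also: cells exposed to compound for four days before flow analysis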
# WT yeast gro inh mutant strain – also measured in WT yeast gro inh; calls as there; inhibition, %; mitochondrial fusion phenotypic screen, mutant strain inhibition
# bCat nuc transl cell count 5 µM – further read-out of bCat nuc transl, marked with its call; cell count; measured here: cell count, cytotoxicity flag
# T cell modulator vesicle-bound % – recorded beside T cell modulator, whose call it bears; double positive events, %; measured here: CD8+ vesicle-bound cell fraction;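 binding gate set so that unloaded-vesicle control wells show 10% double positive cells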
# Myeloid diff 2 GFP+ MAC1+ % – further read-out of Myeloid diff 2, marked with its call; GFP+ MAC1+ double positive, %; measured here: differentiation confirmed by MAC1 staining
# The depositor's hits bear a star; i = inactive; ? = inconclusive; . = not tested or not shown; + = active, no number.
SMILES,MgcRacGAP inhibition,WT yeast gro inh,WT yeast gro inh mutant strain,bCat nuc transl,bCat nuc transl cell count 5 µM,T cell modulator,T cell modulator vesicle-bound %,Large T inhibition,West Nile antiviral,PhoP inhibition,RSV CPE inhibition,Myeloid diff 2,Myeloid diff 2 GFP+ MAC1+ %
Cc1ccc(C(=O)Nc2nc3ccc(S(C)(=O)=O)cc3s2)o1,0%,29,33,-2.8,555,i,16,8%,0.4%,-8%,0.0%,i,1.4
Nc1cc(C(=O)OCC(=O)NCc2ccco2)ccc1Cl,13%,18,6,-4.7,860,i,14,7%,0.4%,1%,1.4%,i,1.2
CCOC(Cn1ccc(=O)[nH]c1=O)OCC,5%,.,.,-0.3,1386,i,42,11%,0.3%,-4%,0.8%,i,0.3
COCc1cc(=O)[nH]c(Nc2nc(C)c3ccccc3n2)n1,-2%,-1,6,.,.,i,29,20%,0.8%,3%,6.0%,i,1.6
Cc1ccc(-c2[nH]n3c(=O)c4c(nc3c2C)CCCC4)cc1,4%,6,8,-1.4,1464,i,40,14%,1.2%,-8%,4.2%,i,0.4
CCC(COC)NCc1cn(-c2ccc(OC)cc2)nc1-c1cccc(F)c1 (centres undefined),7%,8,6,-0.2,1032,i,51,.,-1.6%,.,1.0%,+,1.5*
COc1ccc(OCC(=O)N2CCN(S(=O)(=O)c3ccccc3[N+](=O)[O-])CC2)cc1,-1%,0,3,-2.4,1034,i,55,0%,-0.6%,-7%,3.5%,i,0.0
O=C(CSc1nc2c(c(=O)n1-c1ccc(F)cc1)SCC2)Nc1ccc2c(c1)OCO2,3%,.,.,.,.,i,51,.,-0.9%,.,0.8%,i,6.8
CN(C)c1cccc(C(=O)NNC(=O)NC2CCCCC2)c1,-16%,-17,-7,0.2,1142,i,56,6%,-0.4%,4%,0.7%,i,1.5
O=S(=O)(NC1CCCC1)c1ccc(S(=O)(=O)N2CCCN(Cc3ccccc3)C2)cc1,11%,-10,-11,-0.3,1214,i,9,-1%,-0.7%,5%,-1.6%,i,6.0
CCOC(=O)CC(c1ccc([N+](=O)[O-])cc1)n1c(C)ccc1C (centres undefined),-2%,2,7,-5.8,1099,i,43,6%,-0.9%,-5%,2.6%,i,0.5
COC(=O)c1ccc(-c2nc3ccccc3[nH]2)cc1,8%,47,26,.,.,i,44,4%,-0.9%,2%,14%,i,0.6
CC(Sc1nc(-c2ccccc2)cc(C(F)(F)F)n1)C(=O)N1CCCCC1 (centres undefined),5%,-25,-18,-0.6,1260,i,62,4%,0.5%,10%,4.1%,i,4.5
COc1cc(Cl)c(S(=O)(=O)NCCCn2ccnc2)cc1Cl,6%,.,.,.,.,i,53,8%,-1.5%,4%,7.2%,i,0.7
O=S(=O)(Cc1ccc(Cl)cc1)N1CCCC1,7%,-19,4,4.5,1160,i,37,4%,0.1%,-4%,-0.7%,i,0.8
O=C(CCS(=O)CCC(=O)NCc1ccccc1)NCc1ccccc1,-2%,6,-5,3.0,639,i,25,1%,-0.1%,-3%,2.1%,i,1.4
CN(C)c1ccc(N=Nc2ccc(S(=O)(=O)O)cc2)c2ccccc12,19%,6,16,-1.1,1068,i,60,28%,0.0%,1%,0.8%,i,0.4
CSc1nc(C)cc(-n2cc(F)c(=O)[nH]c2=O)n1,-2%,16,4,-6.5,1035,i,58,-3%,-0.2%,-6%,2.5%,.,.
CCOC(=O)C1=C(C)OC(N)=C(C#N)C1c1c(C)nn(-c2ccccc2)c1Cl (centres undefined),5%,2,-4,-0.2,1044,i,32,13%,2.8%,1%,3.5%,i,0.5
Cc1ccc(C(=O)N2CCN(c3ccc(NC(=O)c4cccnc4)cc3)CC2)cc1,10%,-4,2,-5.4,1188,i,35,3%,0.5%,-5%,?,i,0.8
CCn1cc(C(=O)OCC(=O)N2C(C)CCCC2C)c(=O)c2ccc(C)nc21 (centres undefined),4%,6,18,-0.8,1060,i,20,12%,-0.2%,7%,3.0%,i,0.7
Cc1nn(-c2ccccc2)cc1C(c1c(N)[nH]c(=S)[nH]c1=O)c1c(N)[nH]c(=S)[nH]c1=O,18%,-5,-4,0.3,980,i,25,29%,0.1%,-9%,0.4%,i,0.0
CCCCC(=O)N/N=C(\C)CC(=O)Nc1ccccc1Br,0%,-13,-15,-2.6,489,i,31,22%,0.3%,-5%,1.7%,i,1.2
Cc1nc2ccccc2[nH]c1=O,8%,.,.,-0.9,1347,i,36,10%,0.6%,-3%,15%,i,0.2
COc1ccc(NC(=S)Nc2ccccn2)cc1,10%,.,.,0.0,1308,i,20,14%,0.0%,-1%,1.6%,i,0.7

# Compounds from the list above that contain a nitro group on carbon, in the order listed:
SMILES,MgcRacGAP inhibition,WT yeast gro inh,WT yeast gro inh mutant strain,bCat nuc transl,bCat nuc transl cell count 5 µM,T cell modulator,T cell modulator vesicle-bound %,Large T inhibition,West Nile antiviral,PhoP inhibition,RSV CPE inhibition,Myeloid diff 2,Myeloid diff 2 GFP+ MAC1+ %
COc1ccc(OCC(=O)N2CCN(S(=O)(=O)c3ccccc3[N+](=O)[O-])CC2)cc1,-1%,0,3,-2.4,1034,i,55,0%,-0.6%,-7%,3.5%,i,0.0
CCOC(=O)CC(c1ccc([N+](=O)[O-])cc1)n1c(C)ccc1C (centres undefined),-2%,2,7,-5.8,1099,i,43,6%,-0.9%,-5%,2.6%,i,0.5

# Additional records
SMILES,MgcRacGAP inhibition,WT yeast gro inh,WT yeast gro inh mutant strain,bCat nuc transl,bCat nuc transl cell count 5 µM,T cell modulator,T cell modulator vesicle-bound %,Large T inhibition,West Nile antiviral,PhoP inhibition,RSV CPE inhibition,Myeloid diff 2,Myeloid diff 2 GFP+ MAC1+ %
CN1CCN(Cc2c(O)ccc3c2oc(=O)c2ccccc23)CC1,16%,9,-1,.,.,i,28,7%,-0.1%,-3%,-0.7%,i,0.7
COc1ccc(/C=N/Nc2nc3ccccc3[nH]2)c(OC)c1OC,13%,.,.,-0.1,1350,i,20,32%,0.1%,-3%,0.9%,i,0.7
Cn1c(C(=O)O)c(CC(=O)NCc2cccnc2)c2ccccc21,7%,-1,1,-2.1,1443,i,38,9%,-0.2%,1%,1.9%,i,2.4
CCc1cc(=O)oc2cc(C)c3c(C)coc3c12,3%,-11,-36,.,.,i,24,8%,-0.1%,-4%,12%,i,0.3
O=C(NCc1cccnc1)C1CC(c2cccc(Br)c2)=NO1 (centres undefined),0%,.,.,.,.,i,57,9%,-0.4%,2%,4.0%,i,0.5
C=CCn1c(Cc2ccccc2)nc2c(cnn2-c2ccccc2)c1=O,5%,.,.,.,.,.,.,7%,0.4%,-7%,13%,i,0.7
O=C(Nc1ccc(Cl)cc1C(F)(F)F)c1ccc(Cl)cc1,-2%,-10,-4,0.5,1332,i,23,-1%,.,-5%,3.1%,i,0.6
CSc1ccc(CN(C)C(=O)c2cccc(S(=O)(=O)NCc3ccccc3)c2)cc1,6%,.,.,.,.,i,11,5%,1.0%,5%,3.4%,i,2.1
COCCSc1nnc(NC(=O)CCS(=O)(=O)c2ccccc2)s1,4%,.,.,.,.,i,26,13%,0.6%,-1%,1.1%,i,0.8
CCCNC(=O)N1CCC(Cc2ccccc2)CC1,1%,.,.,.,.,i,13,9%,-0.7%,-3%,0.8%,i,3.2
Cc1ccc(C)c(S(=O)(=O)N2CCN(C(=O)c3cc(-c4cccs4)nn3-c3ccccc3)CC2)c1,8%,.,.,.,.,i,40,7%,.,-1%,4.3%,i,1.0
O=C(NCC(c1ccc(F)cc1)N1CCOCC1)c1ccc(C(=O)c2ccccc2)cc1 (centres undefined),3%,.,.,-0.1,1313,i,28,11%,-0.4%,-11%,18%,i,0.4
O=C(Cc1csc(NC(=O)Nc2ccc(Cl)cc2)n1)NCc1ccccn1,1%,.,.,.,.,i,53,20%,.,1%,9.8%,i,0.7
O=C(NCCc1cccc(Cl)c1)c1cc([N+](=O)[O-])ccc1Cl,9%,3,-5,0.5,1099,i,44,11%,-1.0%,-11%,0.9%,i,1.1
O=C(Cc1ccccc1)Nc1ccc(S(=O)(=O)N2CCOCC2)cc1,3%,.,.,.,.,i,44,0%,-0.8%,10%,1.8%,i,0.7
C/C(=N\O)C(=O)NCCCNCCCN(C)C,7%,-11,33,-1.7,1225,i,53,23%,-0.1%,-4%,1.7%,i,0.3
CCCCN(C)CCC(=O)Nc1ccc(C)cc1,-9%,-5,9,.,.,i,51,5%,0.1%,8%,1.0%,i,0.5
O=C(NCCc1cccnc1)c1cc(COc2ccc(F)cc2Cl)on1,8%,.,.,.,.,i,68,11%,-1.8%,-5%,?,i,1.0
Cc1csc(SCC(=O)Nc2c(C)n(C)n(-c3ccccc3)c2=O)n1,-1%,-2,-12,1.2,891,i,40,2%,0.2%,4%,1.6%,i,0.5
CCC(=O)N1CCc2cc(S(=O)(=O)CCC(=O)N3CCc4ccccc4C3)ccc21,5%,-3,6,0.5,1002,i,41,2%,0.0%,0%,0.5%,i,0.8
CCOc1ccc(NC(=O)CSc2nncn2C)cc1,.,.,.,.,.,i,59,6%,0.1%,-2%,2.3%,i,0.8
COc1ccc(OCC(=O)Nc2ccc(C(=O)Nc3ccccc3C(=O)O)cc2)cc1,28%,.,.,.,.,i,4,7%,0.5%,-11%,1.1%,i,2.5
CCOC1Cc2ccccc2N(C(N)=O)c2ccccc21 (centres undefined),5%,-6,12,.,.,i,20,1%,-0.1%,-8%,-1.0%,i,8.0
CC(C)COc1ccc(C(=O)N2C(=O)c3ccc(N)cc3C2=O)cc1,-10%,.,.,-0.2,1042,i,52,7%,0.5%,-12%,0.4%,i,0.3
CCCCN(C)C1CCN(C(=S)Nc2ccc(OC)cc2)CC1,4%,14,4,-0.2,1128,i,28,10%,-0.4%,1%,-0.2%,i,0.4

# From PubChem BioAssay
